High-throughput results as filed in PubChem BioAssay.
Vc quorum ag = quorum light induction in luxS cqsA deficient V. cholerae. V. cholerae BH1578 lux reporter, luminescence, 6 h. activation, % at 18.7 µM. actives 0.16% (n = 350,000); in the data active means activation mostly above about 9.7%, no sharp cut-off; inconclusive means no clear call, values can overlap the other calls; inactive means mostly below about 3.7%; further: not every result past the cut was called active; inactives centre near 0; reference of the scale not given here
SSB-PriA inh = K. pneumoniae PriA-SSBct interaction inhibition | AlphaScreen SSBct-PriA binding, biotinylated peptide | inhibition, % at 33 µM | actives 0.6% (n = 430,000); in the data active means inhibition mostly above about 37%, no sharp cut-off; inactive means mostly below about 20%;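 further: plate controls were negative control peptide for no effect and reference peptide for full effect; strong numbers were not always called active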
TcdB inh = TcdB glycohydrolase inhibition; TcdB glycohydrolase enzymatic assay, plate reader; AID 652162; actives 0.24% (n = 350,000); inhibition, % at 9.99 µM; in the data active means inhibition above about 10%
MazF activator = MazEF (E. coli) toxin RNase activation | P0AE70 | FAM/BHQ RNA-DNA oligo cleavage fluorescence, 5 h | activation, % at 20 µM | actives 0.32% (n = 350,000); in the data active means activation above about 50%
Target sequence (P0AE70 whole entry, looked up): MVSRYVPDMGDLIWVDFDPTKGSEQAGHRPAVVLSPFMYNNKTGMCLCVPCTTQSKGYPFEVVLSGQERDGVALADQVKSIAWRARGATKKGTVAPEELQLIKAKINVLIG
SARS 3CLpro inh = SARS-CoV 3CLpro protease inhibition | actives 0.14% (n = 290,000) | recombinant SARS-CoV 3CLpro, quenched FRET peptide cleavage | P0C6X7 | inhibition, % at 6 µM; in the data active means inhibition above about 12%
Rv3671c inh = inhibitors of M. tuberculosis serine protease Rv3671c; inhibition, % at 5.96 µM; actives 0.048% (n = 320,000); AID 2606; in the data active means inhibition above about 38%;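 further: extracellular domain of Rv3671c used as enzyme; 0% = enzyme with DMSO and 100% = no enzyme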
Target sequence (P9WHR9 whole entry, looked up, the tested form may be a part): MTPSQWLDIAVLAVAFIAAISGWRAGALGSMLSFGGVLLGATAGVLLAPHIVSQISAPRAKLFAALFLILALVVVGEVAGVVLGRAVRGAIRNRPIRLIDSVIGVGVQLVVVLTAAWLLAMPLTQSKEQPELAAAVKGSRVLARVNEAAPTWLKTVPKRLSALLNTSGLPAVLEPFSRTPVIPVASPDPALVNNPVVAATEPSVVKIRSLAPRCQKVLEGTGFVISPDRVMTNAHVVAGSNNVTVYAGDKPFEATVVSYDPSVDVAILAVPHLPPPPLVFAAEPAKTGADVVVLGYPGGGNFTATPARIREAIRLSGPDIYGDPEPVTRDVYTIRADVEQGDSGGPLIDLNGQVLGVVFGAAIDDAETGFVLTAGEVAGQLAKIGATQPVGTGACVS
PfHsp40 rescue = compounds rescuing yeast from Plasmodium falciparum HSP40 toxicity; growth rescue, % at 12.5 µM; AID 504582; S. cerevisiae expressing PfHsp40, growth rescue, ATP luminescence; actives 0.68% (n = 340,000); in the data active means growth rescue above about 28%, passing the limit was not always enough; inconclusive means no clear call, values can overlap the other calls;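 further: yeast W303a lacking pdr1 and pdr3 grown in galactose medium; growth measured after three days at 30 °C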
Anthrax LF prot = anthrax lethal factor protease inhibition. P15917. multiplex microsphere protease cleavage assay, LF. inhibition, % at 10 µM. actives 0.12% (n = 360,000). AID 588501; in the data active means inhibition above about 30%; inconclusive means no clear call, values can overlap the other calls; further: plate controls were buffer without enzyme for full effect and enzyme alone for no effect
Y pestis TopoI = inhibitors of Yersinia pestis topoisomerase I; Y. pestis Topo-I cleavage product accumulation, plate reader; activity, % at 10 µM; actives 0.064% (n = 360,000); in the data active means activity above about 50%, passing the limit was not always enough; inconclusive means no clear call, values can overlap the other calls; further: inactives centre near 2
DUSP3 inh = DUSP3 (human) phosphatase inhibition. P51452. recombinant VHR phosphatase, pNPP absorbance. inhibition, % at 13.3 µM. actives 0.52% (n = 290,000). AID 1654; in the data active means inhibition above about 50%; further: some compounds called inactive have numbers as strong as hits
Target sequence (P51452 whole entry, looked up): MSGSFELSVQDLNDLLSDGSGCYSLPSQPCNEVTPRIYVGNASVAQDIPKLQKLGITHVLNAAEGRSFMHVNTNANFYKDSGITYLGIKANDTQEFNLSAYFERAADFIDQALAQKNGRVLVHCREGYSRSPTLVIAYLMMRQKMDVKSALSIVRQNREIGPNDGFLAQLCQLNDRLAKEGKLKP
Starred values were filed as active, the others as inactive; i = inactive; ? = inconclusive; . = no result given; & = joins results of further samples. This is a subset (hit frequency here may not be typical).

SMILES	Vc quorum ag	SSB-PriA inh	TcdB inh	MazF activator	SARS 3CLpro inh	Rv3671c inh	PfHsp40 rescue	Anthrax LF prot	Y pestis TopoI	DUSP3 inh
Cc1cc(N2CCN(C(=O)c3ccco3)CC2)nc(-c2ccccc2)n1	i	-5.3	.	-20.2	.	8.6	-0.4	4.3	7.4	-9.7
Cc1cc(=O)oc2c(C)c(OC(C)C(=O)NCc3ccccn3)ccc12 (stereo unspecified)	-0.7	3.9	3.1	-17.7	1.8	-8.0	0.1	-3.9	-2.9	-22.1
O=C1Nc2c(c(=O)[nH]c(=O)n2-c2ccccc2)C1(Nc1ncccn1)C(F)(F)F (stereo unspecified)	i	-20.9	.	1.4	-1.9	0.7	-0.1	4.1	-4.8	-12.1
COc1cccc(-c2ccc(C#N)c(SCC(=O)NCCc3cccc(Cl)c3)n2)c1	1.4	-10.2	.	-26.7	-6.7	-6.3	-1.0	-0.2	4.2	20.8
Nc1ccccc1S(=O)(=O)NC1=NCCCCC1	-0.6	-7.8	.	-5.9	2.9	1.8	0.9	-0.3	0.7	0.1
O=C(O)c1ccc(NS(=O)(=O)c2ccc3c(c2)C(=O)c2ccccc2C3=O)cc1	-0.3	2.9	-5.2	-12.7	7.8	-5.9	-0.9	-12.2	-0.2	11.0
CC(=O)Nc1cccc(NC(=O)C2CCN(C(=O)c3ccco3)CC2)c1	i	-5.3	-8.1	-20.3	3.0	2.6	-0.1	-5.3	-0.1	6.7
CC(C)=CC(=O)Nc1nnc(C(C)C)s1	-0.2	-4.8	.	3.5	0.9	-9.0	0.5	-0.6	3.6	14.7
O=C1NC(c2ccccc2)=NC1(Nc1ccccn1)C(F)(F)F (stereo unspecified)	-0.5	-1.2	-0.1	-9.8	-1.6	5.0	0.7	-2.1	1.4	6.8
CCC(=O)NC(Nc1nc(C)cs1)(C(=O)OC)C(F)(F)F (stereo unspecified)	-0.3	-19.7	.	6.3	-1.4	-0.9	-0.8	-1.2	2.9	17.2
CCN(CC#CCC(O)(c1ccccc1)c1ccccc1)C(C)C	-0.3	-7.4	1.8	1.4	-3.6	-11.5	-1.1	1.2	-3.4	-6.7
Cc1c(-c2ccco2)[n+](=O)c2c(n1[O-])CCCCC2	1.6	-3.2	.	5.3	-0.9	0.2	0.0	-0.1	-7.0	15.3
COc1ccc(-n2c(C)nc3cc(C(=O)N4CCC5(CC4)OCCO5)ccc32)cc1	-3.2	-4.8	.	3.4	2.0	1.4	0.2	-0.6	17.6	26.3
O=S(=O)(Nc1ncccn1)c1ccc(NC(=S)N2CCN(c3cccc(C(F)(F)F)c3)CC2)cc1	-0.7	3.3	0.2	-1.2	4.0	-5.1	1.6	-1.3	7.5	17.9
CCOC(=O)NC(=O)COC(=O)Cc1cc(OC)c(OC)c(OC)c1	i	-9.8	.	5.8	0.1	2.2	-0.5	-1.1	5.6	2.9
C1CCN(c2nc3nonc3nc2N2CCCCC2)CC1	0.9	0.3	0.9	4.8	-2.8	3.8	-0.4	-4.5	-5.5	29.5
Cc1ccc(OC(C)C(=O)Nc2ccccc2C(=O)NCc2cccnc2)cc1C (stereo unspecified)	-0.3	0.0	-0.5	2.4	7.0	1.0	-0.7	0.8	19.2	-9.1
CN1CCN(C(=S)NC(=O)/C=C/c2cccc3ccccc23)CC1	-0.4	4.6	.	-1.1	-2.6	4.8	-0.9	-0.9	4.6	-2.4
CCN(C(=O)COC(=O)CCC(=O)c1cccs1)c1ccccc1	-0.6	3.1	1.5	-0.4	.	6.2	-0.8	-13.2	8.0	.
Cc1ccccc1NC(=O)CN1C(=O)CSc2ccccc21	-0.3	-3.2	-0.2	-0.9	1.8	5.4	0.9	-4.9	-1.4	17.5
COc1ccc(S(=O)(=O)NCc2ccc3c(c2)OCO3)cc1C	i	-4.9	0.6	0.0	4.1	-13.6	-0.4	0.9	-5.9	2.0
Cc1cc(C)cc(C(=O)N(NC(=O)Nc2ccc(Cl)cc2)C(C)(C)C)c1	3.4	-30.2	.	8.2	-1.2	-15.9	-1.7	-5.3	4.7	21.3
Cc1cc(=O)oc2c(C)c(OCC(=O)N3CCN(c4ccc(F)cc4)CC3)ccc12	-0.3	-7.0	0.4	6.9	-1.8	-6.3	1.6	-2.7	17.1	39.5
CCOC(=O)C1C(=O)OC(C)(C)C1C(C)C(=O)c1ccc(C)cc1C (stereo unspecified)	i	-16.8	0.7	-2.0	2.4	-4.4	0.8	-9.1	2.2	25.7
Cc1cc(NCc2ccccc2)c2ccccc2n1	-0.3	13.1	0.2	15.8	2.1	1.7	0.6	-7.8	-0.3	-0.7

Other results
SMILES	Vc quorum ag	SSB-PriA inh	TcdB inh	MazF activator	SARS 3CLpro inh	Rv3671c inh	PfHsp40 rescue	Anthrax LF prot	Y pestis TopoI	DUSP3 inh
Cc1cc(N(CN2CCCC2=O)C(=O)c2ccc(F)cc2)no1	i	-10.0&-12.6	.	0.7	-4.9	-11.6	1.4	-1.6	3.9	30.2
O=C(O)Cn1nc2c3c(cccc3c1=O)-c1ccccc1-2	-3.7	-4.4	5.8	7.8	-4.1	-7.6	0.9	-16.4	-3.9	74.1
CCOC(=O)C1CCN(C(c2cccnc2)c2c(NC(=O)c3ccco3)sc(C)c2C)CC1 (stereo unspecified)	-0.3	4.3	.	1.9	11.5	2.6	1.5	3.7	-2.0	-3.6
COc1cc(OC)cc(C(=O)N2CCN(C(=O)c3ccc(-c4ccccc4)cc3)CC2)c1	i	1.2	1.3	1.1	6.7	-2.6	1.0	-11.5	24.4	30.5
Cc1ccc(C)c(S(=O)(=O)N2CCN(C(=O)Nc3ccccc3)CC2)c1	i	-6.6	-0.1	6.3	2.6	2.3	0.1	-4.8	23.6	17.9
O=C(NCC(c1ccco1)N1CCCCC1)c1cccc(NS(=O)(=O)c2ccc(Br)cc2)c1 (stereo unspecified)	i	-2.7	2.1	-0.7	.	-3.6	.	1.7	10.2	.
O=C(NCc1ccncc1)C1CCC(=O)N(CCc2ccc(Cl)cc2)C1 (stereo unspecified)	-3.4	-2.0	0.3	-2.0	-2.2	5.2	-1.1	0.2	6.7	7.7
O=C(C1CCN(c2nnc(-n3cccc3)s2)CC1)N1CCN(Cc2ccc3c(c2)OCO3)CC1	-0.2	5.1	0.5	11.0	-1.2	-0.1	0.2	-7.0	31.3	25.2
Cc1oc(-c2cccc(Cl)c2)nc1CN1CCCC(C(=O)NC(C)c2ccc3c(c2)OCCO3)C1 (stereo unspecified)	-0.4	26.6	0.2	1.7	-3.5	-5.2	0.1	2.3	0.7	48.2
COc1ccc(CCNC(=O)CC2SC(=NCCc3ccccc3)NC2=O)cc1 (stereo unspecified)	-0.3	7.9	.	4.0	-2.9	-4.1	-1.1	0.7	8.0	-0.2
O=S1(=O)CCN2C(c3ccco3)=CSC2=N1	i	0.0	.	0.1	0.3	2.6	0.1	1.4	-2.4	8.4
COc1ccccc1CNC(=O)c1ccc(S(=O)(=O)N(C)c2ccccc2)cc1	14.3	-2.7	-0.6	-2.1	.	.	0.5	-3.5	20.5	.
COc1ccc(C(=O)C2CCCN(Cc3cccn3-c3ccc(Cl)cn3)C2)c(OC)c1 (stereo unspecified)	-0.3	20.3	-1.4	7.4	0.3	-4.0	-1.4	-0.6	22.1	-14.7
CCCN1CCN(CCCNC(=O)c2cc3c(s2)-c2c(C)cccc2OC3)CC1	i	-9.6	0.7	19.0	-5.5	-9.0	-0.4	-1.9	-4.4	24.6
COc1ccc(NCC(=O)Nc2cccc(C(F)(F)F)c2)cc1S(=O)(=O)N1CCOCC1	2.1	-12.8	-2.1	4.0	.	-6.0	0.1	1.7	-11.9	.
C/C(=N\NC(N)=S)c1ccncc1	-0.4	.	-0.2	0.6	3.1	-6.4	4.4	?	3.8	4.8
CCOC(=O)c1cnc2c([N+](=O)[O-])cnn2c1C	-0.7	-1.1	-1.1	-1.8	5.1	0.5	0.8	-2.0	-0.4	-7.4
Cc1ccccc1-c1noc(C(C)NC(=O)c2ccco2)n1 (stereo unspecified)	-0.1	-1.3	1.1	3.4	-2.4	-1.1	1.0	5.8	-1.0	-2.7
CCc1nc2ccc(C(=O)N3CCN(C(=O)c4ccco4)CC3)cn2c1N(CC)Cc1cccc(Br)c1	-0.5	.	4.5	.	.	.	.	3.0	29.8	.
CCOc1cccc(/C=N/NS(=O)(=O)c2ccc(C)c([N+](=O)[O-])c2)c1O	-0.6	.	-1.3	16.5	5.0	-3.5	-0.4	0.6	-5.0	-3.7
CCC1CCc2c(sc3nc(SCC(=O)NCc4ccco4)n(-c4ccccc4)c(=O)c23)C1 (stereo unspecified)	.	-13.1	.	-11.4	2.8	8.0	1.1	-1.4	19.5	24.7
O=C(c1cccc([N+](=O)[O-])c1)c1ccc2c(c1)OCCOCCOCCO2	i	1.6	0.6	3.6	-5.8	-0.7	-1.4	6.4	5.3	0.0
O=c1c2oc3nc4c(cc3c2ncn1CCCc1ccccc1)CCCC4	-2.0	0.7	10.9*	11.2	4.2	-2.0	-0.4	4.1	-2.3	-6.7
CCOC(=O)c1[nH]ncc1CN1CCc2ccc(NC(=O)C3CCCO3)cc2C1 (stereo unspecified)	-0.1	6.3	1.0	5.3	-3.3	3.3	-0.4	0.9	-7.5	18.7
COc1ccc2c(c1)c(C(C)=O)c(C)n2-c1ccccc1OC	-0.4	-3.4	5.9	-1.3	.	-9.5	0.6	-18.2	16.7	.
N#Cc1ccccc1S(=O)(=O)N1CCN(C(=O)Cc2coc3cc(O)ccc23)CC1	i	-2.8	-0.9	-2.7	.	1.5	-0.8	.	-11.3	.
CN1CCC2(CC1)N=C(c1ccc(F)cc1)C(=S)N2C(=O)c1ccccc1	-0.4	-8.0	1.9	1.7	0.8	-10.8	0.3	0.6	7.0	-13.3
O=C(C1CC1)N1CCc2cc(Br)cc(S(=O)(=O)NC3CCCCC3)c21	i	-15.0	.	-5.8	2.0	-4.2	0.9	2.3	9.5	17.1
CN(CC(=O)O)Cc1nc2ccccc2[nH]1	10.0	36.3	.	2.4	-1.6	-35.3	-0.8	1.1	-3.6	34.6
CCCCn1c(CCC(=O)O)ccc1-c1cccs1	-0.3	1.1	-0.5	1.4	0.7	-7.1	0.9	-5.8	5.9	10.8

Compounds listed so far that have fluorine:
SMILES	Vc quorum ag	SSB-PriA inh	TcdB inh	MazF activator	SARS 3CLpro inh	Rv3671c inh	PfHsp40 rescue	Anthrax LF prot	Y pestis TopoI	DUSP3 inh
O=C1Nc2c(c(=O)[nH]c(=O)n2-c2ccccc2)C1(Nc1ncccn1)C(F)(F)F (stereo unspecified)	i	-20.9	.	1.4	-1.9	0.7	-0.1	4.1	-4.8	-12.1
O=C1NC(c2ccccc2)=NC1(Nc1ccccn1)C(F)(F)F (stereo unspecified)	-0.5	-1.2	-0.1	-9.8	-1.6	5.0	0.7	-2.1	1.4	6.8
CCC(=O)NC(Nc1nc(C)cs1)(C(=O)OC)C(F)(F)F (stereo unspecified)	-0.3	-19.7	.	6.3	-1.4	-0.9	-0.8	-1.2	2.9	17.2
O=S(=O)(Nc1ncccn1)c1ccc(NC(=S)N2CCN(c3cccc(C(F)(F)F)c3)CC2)cc1	-0.7	3.3	0.2	-1.2	4.0	-5.1	1.6	-1.3	7.5	17.9
Cc1cc(=O)oc2c(C)c(OCC(=O)N3CCN(c4ccc(F)cc4)CC3)ccc12	-0.3	-7.0	0.4	6.9	-1.8	-6.3	1.6	-2.7	17.1	39.5
Cc1cc(N(CN2CCCC2=O)C(=O)c2ccc(F)cc2)no1	i	-10.0&-12.6	.	0.7	-4.9	-11.6	1.4	-1.6	3.9	30.2
COc1ccc(NCC(=O)Nc2cccc(C(F)(F)F)c2)cc1S(=O)(=O)N1CCOCC1	2.1	-12.8	-2.1	4.0	.	-6.0	0.1	1.7	-11.9	.
CN1CCC2(CC1)N=C(c1ccc(F)cc1)C(=S)N2C(=O)c1ccccc1	-0.4	-8.0	1.9	1.7	0.8	-10.8	0.3	0.6	7.0	-13.3
